HT1080 IDH1KD tx: qHTS for induction of synthetic lethality in tumor cells producing 2HG: qHTS for the HT-1080-IDH1KD cell line; HT-1080 IDH1 knockdown viability, ATP luminescence, 48 h; Potency, µM (highest dose often 46.1 µM), for inactives: at the top dose activity, negative = toxicity, actives largely listed as cytotoxic; 360,000 tested, 2% active; AID 686971, 2013;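 note: 0% = DMSO wells and -100% = cell-free medium wells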
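IDH1KD HT-1080 cells, 750/well, RPMI + 5% FBS; compound pinned after 2 h settling; 48 h, 37 °C; CellTiter-Glo luminescence; % activity normalised to DMSO and no-cell wells; curves fitted, classed by r2 and efficacy.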
TDP-43 yeast inh: qHTS of TDP-43 Inhibitors. TDP-43 expressing yeast growth rescue, BacTiter-Glo, 24 h. Potency, µM (top dose mostly 46.1 µM), without a hit: at the highest dose growth rescue (activation), usual class: activators. 410,000 tested, 1.8% active. AID 652104, 2013; note: % of control where 0% means no effect; nearly all actives have a fitted effect of over 50% in size
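Luminescence from BacTiter-Glo reports growth of TDP-43-expressing yeast after 24 hr at 30 deg C with compound. Cells were raffinose-pregrown to mid-log, then seeded in galactose medium at OD600=0.02.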
GLP1R inv ag: qHTS of GLP-1 Receptor Inverse Agonists (Inhibition Mode). Glucagon-like peptide 1 receptor (Homo sapiens), P43220. HEK293 GLP-1R CRE-luciferase, luminescence, 24 h; GLP-1R form is constitutively active. Potency, µM (series often up to 38.3 µM), for the others: top-dose activity change, negative = inhibition, hits mostly inhibitors. 410,000 tested, 1.6% active. AID 624417, 2012; note: % is set by controls: 0 for no effect and ±100 for the full control effect; nearly all actives have a fitted effect of over 55% in size
Target sequence (P43220 whole entry, looked up): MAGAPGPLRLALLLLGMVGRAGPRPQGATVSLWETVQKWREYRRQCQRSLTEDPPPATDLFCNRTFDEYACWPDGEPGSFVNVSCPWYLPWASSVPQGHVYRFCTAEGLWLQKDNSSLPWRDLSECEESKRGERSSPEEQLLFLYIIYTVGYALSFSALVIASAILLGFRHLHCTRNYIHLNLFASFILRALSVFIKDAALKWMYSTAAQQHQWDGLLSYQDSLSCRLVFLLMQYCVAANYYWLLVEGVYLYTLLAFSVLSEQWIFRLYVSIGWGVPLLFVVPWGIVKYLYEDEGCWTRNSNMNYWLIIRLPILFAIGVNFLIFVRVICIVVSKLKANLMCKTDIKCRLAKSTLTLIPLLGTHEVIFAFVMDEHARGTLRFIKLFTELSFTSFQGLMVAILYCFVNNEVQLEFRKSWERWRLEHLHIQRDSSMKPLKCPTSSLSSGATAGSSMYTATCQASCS
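Seeding at 200 cells/uL, 12 h culture, 24 hr compound treatment, then luciferase reagent and a luminescence read; cells are HEK293 stably expressing a constitutively active GLP-1R plus cAMP-responsive luciferase.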
HEK293 tox: qHTS of GLP-1 Receptor Inverse Agonists: Cytotox Screen; HEK293 cAMP-luciferase reporter cells, luminescence, 24 h; Potency, µM (doses to about 38.3 µM), without a hit: at the top dose activity change, negative = inhibition, hits mostly inhibitors; 410,000 tested, 0.13% active; AID 624418, 2012;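 note: loss of luciferase light is scored as toxicity; % is set by controls: 0 for no effect and ±100 for the full control effect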
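Step one: seed cells (200 cells/uL, DMEM with 10% Nu serum, 1% pen-strep). Step two: 12-hour incubation at 37 deg C. Step three: pin 23 nL compound, incubate 24 hr. Step four: add luciferase reagent, read luminescence 12 min later.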
KB-V1 cytotox: qHTS assay for MDR1-selective chemotherapeutics: Primary screen using the drug-selected MDR subline cells KB-V1. KB-V1 MDR cells viability, CellTiter-Glo, 72 h. Potency, µM (top dose mostly 46.1 µM), without a hit: top-dose activity change, negative = cytotoxicity, usual class: cytotoxic. 400,000 tested, 3.4% active; note: % is set by controls: 0 for no effect and ±100 for the full control effect; nearly all actives have a fitted effect of over 60% in size
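Readout: CellTiter-Glo luminescence, 10 min after addition. Cells: KB-V1 MDR subline, 72 h at 37 degrees C with compound. Analysis: corrected, normalized data fitted to concentration-effect curves.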
GLP-1R agonist: qHTS of GLP-1 Receptor Agonists; AID 624172, 2012; Potency, µM (titrated, usually from 45.6 µM), for the others: at the highest dose activation, usual class: activators; Glucagon-like peptide 1 receptor (Homo sapiens), P43220; 380,000 tested, 0.007% active; HEK293 GLP-1R CRE-luciferase, luminescence, 4-6 h; cells express a hypersensitive GLP-1R form; note: % of control where 0% means no effect
KB-3-1 tox: qHTS assay for MDR1-selective chemotherapeutics: Primary screen using the parental adenocarcinoma cell KB-3-1; Potency, µM (series often up to 46.1 µM), for inactives: at the highest dose activity change, negative = cytotoxic, actives largely listed as cytotoxic; KB-3-1 viability, CellTiter-Glo ATP luminescence, 72 h; 400,000 tested, 1.4% active; note: % is set by controls: 0 for no effect and ±100 for the full control effect; nearly all actives have a fitted effect of over 60% in size
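Viability of parental KB-3-1 cells, measured by CellTiter-Glo luminescence, followed a 72 h incubation at 37 °C with pinned compounds in phenol-red-free DMEM containing 10% FBS.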
HT1080NT lethal: qHTS for induction of synthetic lethality in tumor cells producing 2HG: qHTS for the HT-1080-NT fibrosarcoma cell line; Potency, µM (series often up to 46.1 µM), for the others: at the highest dose activity, negative = less viability, usual class: cytotoxic; HT-1080-NT fibrosarcoma viability, CellTiter-Glo ATP luminescence, 48 h; 360,000 tested, 1.6% active;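 note: NT is the 2HG producing partner of a matched IDH1 knockdown line; 0% = DMSO-treated cells and -100% = media-only wells without cells; nearly all actives have a fitted effect of over 55% in size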
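Luminescent CellTiter-Glo readout after 48 hours of compound exposure at 37 degrees C defined viability of HT-1080-NT cells. Activity was normalized to DMSO wells and cell-free media wells; concentration-response curves were fitted and assigned curve classes.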
SW480 rereplic: A quantitative high throughput screen for small molecules that induce DNA re-replication in SW480 colon adenocarcinoma cells; SW480 DNA re-replication, Hoechst DNA content imaging, 48 h; Potency, µM (doses to about 46.1 µM), inactives show at the top dose re-replication activation, hits mostly activators; 340,000 tested, 1.8% active; AID 624297, 2012; note: % of control where 0% means no effect; nearly all actives have a fitted effect of over 55% in size
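DNA re-replication was detected as more nuclei of elevated Hoechst intensity after 48 hr exposure to compound (23 nL pinned per well of 250 cells).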
* marks the source's active call; other numbers are inactive results; ? = inconclusive; / = not tested or not shown; & = joins results of further samples; [ ] = remark or other dose. Calls come from the whole dose curve; as a rule, active = well fitted curve in the direction sought with a large enough effect; inconclusive = small, poorly fitted or top-dose-only effect, or another doubt; inactive = no such curve, though single readings can be large; an effect the other way counts as inactive or inconclusive. Potency is the fitted concentration of half-maximal effect.

SMILES	HT1080 IDH1KD tx	TDP-43 yeast inh	GLP1R inv ag	HEK293 tox	KB-V1 cytotox	GLP-1R agonist	KB-3-1 tox	HT1080NT lethal	SW480 rereplic
CN(C)C(=O)c1ccc(-n2nc(C(F)(F)F)c3c2CCCC3)cc1	-1%	3%	?	-11%	-23%	27%	-3%	4%	1%
O=S(=O)(NCCSc1ccc(Cl)cc1)c1ccc(F)cc1	-2%	14µM*	0%	7%	0%	0%	-16%	-4%	7%
CCOc1ccc(CCNC(=O)Cc2ccc(S(=O)(=O)N3CCOCC3)s2)cc1OCC	-2%	3%	-1%	11%	?	0%	-11%	4%	6%
CCOC(=O)c1[nH]c2ccc(Br)cc2c1NC(=O)CCN1CCN(C(=O)OCC)CC1	-15%	10%	?	-11%	-10%	7%	-7%	-4%	1%
NCCc1nnc(SCc2ccc(F)cc2)o1	-11%	0%	0%	1%	-5%	-5%	-27%	-7%	8%
CCC1C(=O)Nc2nc(-c3ccccc3)c(-c3ccccc3)n2N=C1C (stereo not given)	-1%[9.24 µM]	-7%	?	-6%	?	-4%	-4%	-1%	-2%
C=CCNc1nc(-c2ccccn2)nnc1-c1ccccc1	?	?	17%	?	0%	-1%	?	?	-1%
COC(C(=O)Nc1ccnn1C1CCN(Cc2ccccn2)CC1)c1ccccc1 (stereo not given)	6%	0%	4%	5%	1%	-1%	6%	5%	-1%
CCN(CC(=O)NC1CCS(=O)(=O)C1)C(=O)c1ccc(S(=O)(=O)N(CC)CC)cc1 (stereo not given)	2%	-8%	14%	-5%	34%	-1%	8%	-2%	-16%
CC1(C(=O)Nc2ccccc2)CCN1C(=O)C1(c2ccc(Cl)cc2)CC1 (stereo not given)	0%	0%	?	-1%	0%	-2%	0%	-1%	/
CC(C)c1ccc(-c2nnn(CC(=O)N3CCCCC3)n2)cc1	2%	-14%	-21%	1%	-24%	2%	0%	2%	5%
COc1ccc(C(=O)c2cn[nH]c2-c2cc(C)ccc2O)cc1	0%	4%	-8%	-2%	11%	-1%	-2%	10%	-24%
COc1ccc(C2C(C(=O)c3ccccc3)N3c4ccccc4C=CC3C2[N+](=O)[O-])cc1 (stereo not given)	?	-11%	?	-4%	-22%	9%	-2%	?	-2%
Cc1ccc(C)c(N2CCN(C(=O)c3cccn4c(=O)c5sccc5nc34)CC2)c1	16µM*	20%	7%	-3%	?	24%	?	13µM*	?
CCN1C/C(=C/c2ccc(OC)c(O)c2)C(=O)/C(=C/c2ccc(OC)c(O)c2)C1	?	8%	?	?	?	3%	5%	?	?

As entered above.
GLP-1R agonist, `COC(C(=O)Nc1ccnn1C1CCN(Cc2ccccn2)CC1)c1ccccc1` (stereo not given) stands at -1%
HT1080 IDH1KD tx, `CCOC(=O)c1[nH]c2ccc(Br)cc2c1NC(=O)CCN1CCN(C(=O)OCC)CC1` stands at -15%

An excerpt from above, limited to GLP-1R agonist:
compound	GLP-1R agonist
CC(C)c1ccc(-c2nnn(CC(=O)N3CCCCC3)n2)cc1	2%
COc1ccc(C(=O)c2cn[nH]c2-c2cc(C)ccc2O)cc1	-1%
CN(C)C(=O)c1ccc(-n2nc(C(F)(F)F)c3c2CCCC3)cc1	27%
COc1ccc(C2C(C(=O)c3ccccc3)N3c4ccccc4C=CC3C2[N+](=O)[O-])cc1 (stereo not given)	9%
CCC1C(=O)Nc2nc(-c3ccccc3)c(-c3ccccc3)n2N=C1C (stereo not given)	-4%

The listing continues:
SMILES	HT1080 IDH1KD tx	TDP-43 yeast inh	GLP1R inv ag	HEK293 tox	KB-V1 cytotox	GLP-1R agonist	KB-3-1 tox	HT1080NT lethal	SW480 rereplic
COc1cccc(N(C(=O)c2ccco2)C(C(=O)NC2CCCC2)c2cccnc2)c1 (stereo not given)	5%	-1%	1%	1%	-9%	-9%	1%	7%	-4%
COc1c(Cl)cc(-c2noc(C)c2C(=O)NCc2ccc3c(c2)OCO3)cc1Cl	-6%	9%	-29%	2%	0%	8%	-2%	0%	0%&-1%
C[C@@H]1CN([C@H](C)CO)C(=O)c2cc(Br)cnc2O[C@H]1CN(C)C(=O)Cc1ccncc1	9%	10%	6%	4%	16%	8%	6%	-3%	/
Cc1ccc(C(=O)CCC(=O)Nc2ccccc2F)cc1	14%	14%	14%	-6%	-18%	1%	-2%	5%	-2%
COc1cccc(/C=N/n2c(-c3ccco3)nc3ccccc3c2=O)c1	-1%	-10%	23%	-3%	2.6µM*	-9%	-11%	-9%	?
O=C(COC(=O)C1CCN(S(=O)(=O)c2cccs2)CC1)Nc1ccccc1	5%	-14%	5%	11%	3%	9%	-18%	25%	-19%
CC1(C)NC(=O)N(CCC(=O)Nc2ccc(C(C)(C)C)cc2)C1=O	-2%	18%	-29%	-10%	-2%	2%	22%	-2%	/
Cc1cc(C#N)c2ccccc2n1	8%	-6%	-8%	9%	?	0%	12%	9%	-8%
O=C(NCCCN1CCOCC1)c1cccc(S(=O)(=O)N2CCc3ccccc3C2)c1	-2%	/	?	29%	-16%	8%	-2%	1%	22%[1.84 µM]
CCN(CC)C(=O)COC(=O)c1ccc(C)c(NC(=O)c2ccco2)c1	-1%	-3%	-9%	-17%	4%	-4%	-2%	-5%	-4%
CC(C)(C)N(Cc1ccccc1)C(=O)COC(=O)[C@@H]1CCCN1C(=O)c1cccs1	-1%	-13%	-10%	9%	-11%	1%	-6%	2%	1%
CCc1ccc(NC(=O)c2n[nH]c(=O)c3ccccc23)cc1	6%	8%	9%	-9%	-9%	1%	-4%	-11%	3%
CCOc1ccccc1NC(=O)Cn1c(=O)n(-c2ccc(F)cc2)c(=O)c2c3c(sc21)CN(C(C)=O)CC3	/	-4%	11%	2%	5%	1%	1%	/	/
Cc1ccc(-c2nn(CCC(N)=O)c(=O)c3ccccc23)cc1	-13%	-1%&16%	22%&9%	-21%&-12%	14%&24%	-1%	14%&19%	-11%	-8%
CCNC(=O)CN(Cc1ccccc1)S(=O)(=O)c1ccccc1	18%	-3%	-3%	3%	-20%	-1%	4%	0%	16%
CN(C)S(=O)(=O)c1ccc(C(=O)NCC2CC2(Cl)Cl)cc1 (stereo not given)	5%	13%	12%	8%	-22%	0%	7%	2%	-6%
COc1cccc(-c2c(C(=O)N/N=C/c3ccco3)nnn2-c2nonc2N)c1	-3%	-3%	35%[activator]	-29%	28%	-1%	4%	13%	4%
O=C(O)c1ccc([N+](=O)[O-])c2c1C(=O)c1ccccc1C2=O	1%	-7%	14%	0%	0%	0%	-5%	-9%	2%
Cc1cc(C)c(C)c(S(=O)(=O)N2CCN(C(=O)c3ccncc3)CC2)c1C	2%	16%	4%	-13%	-25%	2%	?	-3%	-13%
Cc1ccc(NC(=O)CN(C)C(=O)c2cccc(S(=O)(=O)NCc3ccccc3)c2)cc1	-19%	19%	-22%	1%	-12%	3%	-2%	-11%	-1%
O=S(=O)(NC1CC1)c1ccc(S(=O)(=O)N2CCCC3(CCCCC3)C2)cc1	-5%	-8%	-3%	-6%	-2%	-9%	12%	7%	?
CCNC(=S)N(CCN(CC)CC)Cc1cc2cc3c(cc2[nH]c1=O)OCO3	-1%	11%	-3%	11%	?	7%	0%	7%	6%
CCN(CCCNC(=O)C1CCN(S(=O)(=O)c2cnc[nH]2)CC1)c1cccc(C)c1	17%	3%	-10%	-6%	7%	-2%	-2%	7%	-3%
CCOC(=O)N1CCN(C(=O)c2ccc3c(c2)N(C)C(=O)/C(=C\c2ccc(OCC)c(OC)c2)S3)CC1	?	?	-7%	-6%	-21%	15%	?	-19%	10µM*
COc1ccc(Cl)cc1NC(=O)CN(C)C(=O)c1ccc(C)s1	-1%	10%	5.6µM*	-9%	-8%	15%	6%	-23%	-5%
CC(=O)c1cccc(NS(=O)(=O)c2cccc(S(=O)(=O)c3ccc(Br)cc3)c2)c1	/	24%	?	-1%	8%	/	?	/	/
CCOC(=O)N1CCN(C(=O)C[C@@H]2C[C@@]3(C(=O)OCC)CCCC=C3N(CCc3ccc(OC)c(OC)c3)C2=O)CC1	11%	10%	1%	-10%	-30%	/	-11%	-4%	/
O=C(COC(=O)Cc1c(Cl)cccc1Cl)Nc1ccccc1-c1ccccc1	-8%	16%	?	21%	-5%	0%	10%	-3%	-3%
Nc1[nH]c(C(=O)c2ccccc2)c(-c2ccc(F)cc2)c1C(=O)NCCc1c[nH]c2ccccc12	3%	37%	-16%	5%	?	0%	?	4%	/
